Source: PubChem (several laboratories)
H9c2 protect = cardioprotection against H2O2-induced cell death, primary screen, uHTS, H9c2 cells, ATPLite luminescence; H9c2 cardiomyocytes, H2O2 injury protection, 2 h; 360,000 tested, 0.63% active; protection from H2O2 cell death, % at 20 µM; AID 588492, 2011;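 active means compounds giving at least 50% protection of heart cells from peroxide-induced death in the single-dose screen, raw or plate-pattern-corrected value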;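 further: 0% = DMSO wells with peroxide and 100% = DMSO wells without peroxide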
ABHD5 PLIN5 PPI = ABHD5-PLIN5 interaction inhibitors, primary screen, cell lysate, split luciferase complementation, luminescence; Perilipin-5 (Homo sapiens) + 1-acylglycerol-3-phosphate O-acyltransferase ABHD5 (Homo …; 360,000 tested, 0.78% active; Split G. princeps luciferase complementation, 4 h; inhibition, % at 4 µM;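 active means inhibition above the mean inhibition across every tested compound plus 3 SD, cut at about 22% in these data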;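 further: 0% = DMSO only wells and the 100% control is not disclosed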
TLR9-MyD88 inh = inhibitors of TLR9-MyD88 association in cells, primary screen, cell-based, CHO, BLA complementation, fluorescence; Toll-like receptor 9 (Homo sapiens) + Myeloid differentiation primary response protein …; CCF4 FRET ratio; inhibition, % at 4.98 µM; 340,000 tested, 0.21% active; AID 504734, 2011;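 active means inhibition above the mean over all tested compounds plus 3 SD, cut at about 21% in these data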;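 further: 0% = DMSO only wells and 100% = clavulanate BLA inhibitor control wells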
MC4R barr agon = MC4R agonists recruiting beta-arrestin, primary screen, cell-based, luminescence, agonist arm of biased-ligand search | U2OS MC4R beta-arrestin complementation; percent of melanotan II response, DMSO zero | activation, % at 8.9 µM | Melanocortin receptor 4 (Homo sapiens), P32245 | AID 540308, 2011 | 360,000 tested, 0.98% active;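 active means activation above a per-plate cutoff, the mean activation of sample wells on that plate plus 3 SD, cut at about 8% in these data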
HTR2A ag = mouse Htr2a agonists via beta-arrestin recruitment, primary screen, cell-based, luminescence. 5-hydroxytryptamine receptor 2A (Mus musculus), P35363. CHO-K1 mHTR2A beta-arrestin complementation; percent of 30 µM serotonin response. activation, % at 7.6 µM. 360,000 tested, 0.66% active. AID 624169, 2012;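 active means activation above a run cutoff, the mean activation of all tested compounds plus 3 SD, cut at about 14% in these data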;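 further: 0% = plate median of compound wells and 100% = 30 µM serotonin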
NCOA2 inhibitor = inhibition of GAL4-SRC2 driven luciferase reporter, primary screen, SRC2 inhibitor project, cell-based, luminescence | Nuclear receptor coactivator 2 (Homo sapiens), Q15596 | HEK293 GAL4-SRC2 luciferase reporter | inhibition, % at 9 µM | 370,000 tested, 0.17% active;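 active means inhibition above the mean inhibition of all tested compounds plus 3 SD, set per campaign, cut at about 52% in these data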;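 further: 0% = DMSO treated cells and 100% = cells given Gossypol at 36 µM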
ABCB6 inh 2 = ABCB6 transporter inhibitors, primary screen, K562-ABCB6 cells, flow cytometry, MLPCN library; ATP-binding cassette sub-family B member 6 (Homo sapiens), Q9NP58; K562-ABCB6 porphyrin accumulation, 1 h; active compounds read low; fluorescence ratio to DMSO, % at 10 µM; 360,000 tested, 0.19% active;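 active means fluorescence ratio to DMSO below 75%, the collection mean minus 3 SD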;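 further: signal is porphyrin accumulated inside mitochondria; 100% equals median channel fluorescence of DMSO control wells; lower ratio means ABCB6 inhibition with less porphyrin fluorescence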
Target sequence (Q9NP58 whole entry, looked up): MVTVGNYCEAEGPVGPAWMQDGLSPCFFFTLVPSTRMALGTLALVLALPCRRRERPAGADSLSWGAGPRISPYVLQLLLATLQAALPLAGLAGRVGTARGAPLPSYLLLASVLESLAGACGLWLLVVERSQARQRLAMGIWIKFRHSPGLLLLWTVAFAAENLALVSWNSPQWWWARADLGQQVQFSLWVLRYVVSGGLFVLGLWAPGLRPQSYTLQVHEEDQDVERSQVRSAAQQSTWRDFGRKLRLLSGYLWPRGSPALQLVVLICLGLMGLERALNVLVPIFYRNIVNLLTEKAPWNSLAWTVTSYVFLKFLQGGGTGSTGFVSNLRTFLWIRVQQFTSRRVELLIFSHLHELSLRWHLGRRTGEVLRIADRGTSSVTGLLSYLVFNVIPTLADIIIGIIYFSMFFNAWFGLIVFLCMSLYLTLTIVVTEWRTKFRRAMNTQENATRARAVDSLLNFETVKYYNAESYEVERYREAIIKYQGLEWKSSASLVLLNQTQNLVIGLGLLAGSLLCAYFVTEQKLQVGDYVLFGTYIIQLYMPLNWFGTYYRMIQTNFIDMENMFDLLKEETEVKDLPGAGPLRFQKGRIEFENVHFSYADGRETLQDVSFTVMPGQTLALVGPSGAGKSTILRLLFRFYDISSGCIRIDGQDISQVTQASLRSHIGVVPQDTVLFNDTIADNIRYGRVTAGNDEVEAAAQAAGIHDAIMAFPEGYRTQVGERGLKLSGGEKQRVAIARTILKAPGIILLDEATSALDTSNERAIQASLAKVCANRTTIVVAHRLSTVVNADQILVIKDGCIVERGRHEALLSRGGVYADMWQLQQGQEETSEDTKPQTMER
NOD2-RIPK2 inh = NOD2-RIPK2 binding disruptors in cells, primary screen, fluorescence, CHO cells, BLA complementation; inhibition, % at 4.98 µM; CCF4 ratio; AID 624267, 2012; 360,000 tested, 0.38% active; Receptor-interacting serine/threonine-protein kinase 2 (Homo sapiens), O43353; in the data active means inhibition above about 21%;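 further: 0% = vehicle only and 100% = reference blocker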
MC4R antagonist = MC4R antagonists of cAMP signaling, primary screen, cell-based, TR-FRET, antagonist arm of biased-ligand search. Melanocortin receptor 4 (Homo sapiens), P32245. MC4R-expressing cells, MTII-stimulated cAMP, LANCE TR-FRET. inhibition, % at 6.5 µM. 360,000 tested, 0.48% active;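 active means inhibition above its plate's cutoff, the mean of tested wells on that plate plus 3 SD, cut at about 29% in these data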;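 further: 0% = Melanotan II alone and 100% = Melanotan II plus saturating MCL0020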
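Material: U2OS-MC4R stable cell line | Reagent: Melanotan II challenge after compound preincubation | Doses: One concentration, 6.5 µM nominal | Incubation: 30-min compound preincubation, 1-h Melanotan II challenge, 1-h detection, room temperature | Signal: TR-FRET cAMP assay | Replicates: One well per compound, no replicates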
N-glyco inh = increase of ERlucT glycosylation luciferase signal, primary screen, N-linked glycosylation inhibitor project, D54 ERlucT cells, luminescence, set 2; D54 ERlucT glycosylation luciferase reporter, 24 h; percent of 100 nM tunicamycin response; reporter increase, % at 12.5 µM; 360,000 tested, 0.23% active;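 active means mean luciferase reporter signal, scaled so untreated is 0 and the glycosylation-blocking control 100, at or above a set limit in every replicate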;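 further: luciferase carries N-glycosylation sites so blocking glycosylation raises the light; 0% = median of neutral control wells and 100% = median of 100 nM tunicamycin wells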
The depositor's hits bear a star; / = not tested or not shown. These rows are one share of the data; rates above refer to the full screens.

The line under a structure holds: H9c2 protect	ABHD5 PLIN5 PPI	TLR9-MyD88 inh	MC4R barr agon	HTR2A ag	NCOA2 inhibitor	ABCB6 inh 2	NOD2-RIPK2 inh	MC4R antagonist	N-glyco inh
Cc1oc(C)c(C(=O)O)c1C(=O)O
 : -2.1	0.2	-2.8	-0.7	2.5	-1.5	92.0	-1.9	16.8	1.4
COc1ccccc1NS(=O)(=O)c1cc(NC(C)=O)ccc1N1CCCCC1
 : -1.3	8.7	0.9	2.1	1.8	8.1	96.0	8.7	-4.7	-0.2
O=C(NCC1CCCO1)/C(=C/c1ccc(Cl)cc1)NC(=O)c1ccccc1 (configuration not stated)
 : -0.3	1.0	-5.2	-0.9	-0.5	13.0	93.0	-14.9	12.1	2.3
CN(C)c1ccc(/C=N/NC(=O)c2cc(=O)[nH]c3ccccc23)cc1
 : -1.1	-1.3	6.8	-0.2	-4.0	1.7	104.0	1.2	-1.2	0.4
COc1ccc(NC(=O)C2CCN(S(C)(=O)=O)CC2)cc1Cl
 : 5.4	-1.9	0.3	-2.7	-2.7	7.4	101.0	-10.3	-7.0	1.2
COc1ccc(/C=C(\C#N)c2cc(OC)c(OC)cc2[N+](=O)[O-])cc1
 : 7.8	1.6	1.6	-0.2	5.4	-5.1	92.0	-0.9	7.6	1.6
CCc1cc[n+](-c2nc3ccccc3nc2[N-]S(=O)(=O)c2ccc(Br)s2)cc1
 : 4.7	9.4	-0.6	2.2	-1.8	19.6	449.0	-4.4	-5.0	-3.4
Cn1nc(-c2ccccc2)c(COC(=O)c2cccc(Cl)c2)c1S(=O)(=O)c1ccccc1
 : -14.3	17.9	-4.2	0.6	5.3	-43.5	93.0	7.1	3.3	-5.9
O=C(N/C(=C\c1ccc([N+](=O)[O-])cc1)C(=O)N1CCOCC1)c1ccccc1
 : 0.8	5.1	-1.6	1.0	3.2	-12.3	99.0	-4.8	-0.5	1.2
CCOC(=O)c1c(NC(C)=O)sc2c1CCCNC2=O
 : 0.4	14.6	-6.4	1.4	4.0	-3.6	93.0	-3.2	-0.6	-0.9
O=C(CCSc1ccc(Cl)cc1)NC1CCCC1
 : 1.4	-6.2	12.0	-2.2	-3.9	-12.2	97.0	-5.5	-4.9	-0.6
CCCc1cc(=O)[nH]c(SCC(=O)Nc2nc3ccc(OCC)cc3s2)n1
 : 5.3	-4.5	-3.0	-0.2	4.2	-14.8	91.0	-21.6	0.7	0.0
CCOC(=O)c1c(C)c2c(n1C)CCC/C2=N\O
 : 1.9	-2.0	7.4	1.0	6.7	6.3	101.0	-2.1	-10.7	-2.2
COC(=O)c1ccc(COn2nnc3ccccc32)cc1
 : 7.9	-3.0	-1.8	-0.6	-1.4	-17.7	101.0	-6.7	3.0	-6.2
COc1ccc(NC(=O)C(NC(=O)c2ccc(=O)[nH]c2)c2ccccc2)cc1 (configuration not stated)
 : 0.8	-0.8	-10.2	-2.3	4.8	-2.7	97.0	8.3	4.0	4.6
CS(=O)(=O)N(CC(=O)N1CCN(Cc2ccccc2)CC1)c1ccccc1Br
 : -3.4	-1.5	4.1	-0.2	-3.7	-56.0	99.0	-6.2	0.3	-2.5
CCOC(=O)C1CCN(C(C(=O)NC2CCCC2)c2ccc(C)cc2)CC1 (configuration not stated)
 : 5.8	-3.9	-12.4	0.5	-1.5	-18.6	107.0	6.2	14.1	-1.8
Cc1ccc(NC(=O)CCC(=O)NNC(=O)COc2ccccc2)cc1C
 : -3.6	1.0	-9.7	-2.0	2.4	-0.2	105.0	-15.1	9.8	1.8
CC1CCN(C(=O)c2ccc([N+](=O)[O-])o2)CC1
 : 5.0	0.9	3.8	1.6	2.9	-12.9	87.0	-3.9	-2.5	3.5
COc1ccc(C(C)=O)cc1CN1C(=O)NC2(CCCC2)C1=O
 : 5.0	4.0	1.8	-0.9	4.9	-2.0	94.0	-7.5	11.9	-1.2
COCCn1c(SCC(=O)Nc2ccc(S(=O)(=O)N(C)C)cc2)nc2ccccc21
 : 0.1	-3.5	-12.8	-2.1	-3.9	-8.2	94.0	0.7	10.6	-1.6
Cc1occc1-c1nnc(SCC(=O)NC(=O)NC(C)C)n1N
 : 2.7	1.6	3.4	-1.5	5.9	-5.2	98.0	2.3	2.5	0.4
COc1cc(C(=O)NCC(c2ccco2)N2CCc3ccccc32)cc(OC)c1OC (configuration not stated)
 : -5.0	-2.9	-8.8	1.8	-4.7	-19.6	95.0	-10.2	14.1	5.2
N#Cc1ccc(S(=O)(=O)N2CCN(Cc3cccs3)CC2)cc1
 : -1.9	-4.6	-5.5	-1.7	8.1	-24.2	93.0	-6.0	0.9	-1.7
O=[N+]([O-])c1ccc(NNS(=O)(=O)c2cc(Cl)ccc2Cl)nc1
 : -1.1	-2.5	0.5	0.3	1.9	13.3	106.0	-10.0	3.2	0.2
O=C(Nc1cc(F)cc(F)c1)c1sc(Cl)nc1-c1ccccc1
 : -15.4	-5.9	2.9	5.6	3.8	16.9	108.0	17.5	31.5*	-2.9
O=C(Nc1nc(-c2ccccc2)cs1)C1CCCN(S(=O)(=O)c2cccc([N+](=O)[O-])c2)C1 (configuration not stated)
 : -6.8	6.6	-8.8	-1.1	-5.4	4.9	93.0	0.2	2.7	-4.4
CCOc1ccc(CCNC(=O)C2CC=CCC2C(=O)OC(C)C)cc1OCC (configuration not stated)
 : -5.0	-3.1	-0.6	-1.5	-5.5	9.7	98.0	-0.4	13.6	1.4
O=C1Nc2ccccc2N=C(c2ccccc2)C1N1CCOCC1 (configuration not stated)
 : 6.4	-5.7	-1.2	-1.9	-2.6	-33.0	77.0	0.2	-1.3	-1.0
Cc1ccc(C2=NN(CCC(=O)NC3CCCC3)C(=O)CC2)cc1
 : -1.2	-4.3	-9.0	-3.2	-4.8	-24.4	99.0	-9.5	1.9	3.7
CCOc1ccc(C(=O)O)cn1
 : 4.3	0.0	5.8	1.7	0.4	18.3	97.0	-7.8	1.9	0.2
Cc1ccc(S(=O)(=O)N(CCO)Cc2ccccc2)cc1
 : -2.5	1.1	-6.0	0.5	-0.9	4.1	93.0	-4.1	8.5	-0.5
O=C(CN1CCN(c2ccc(O)cc2)CC1)Nc1cc(S(=O)(=O)N2CCCC2)ccc1Cl
 : -12.2	14.8	-1.9	-1.0	-2.8	16.2	95.0	1.5	0.8	-5.8
O=C(COc1c(Br)cc(Br)c2cccnc12)N1CCc2ccccc2C1
 : 4.3	-6.6	2.0	-2.2	0.9	/	96.0	-6.5	9.4	-0.2
O=C([C@H]1O[C@@H](n2ccc(=O)[nH]c2=O)[C@H](O)[C@@H]1O)N1CCSC1
 : 2.3	11.2	/	/	-2.7	-7.1	99.0	-3.6	/	1.5
CC(C)N=C(Nc1ccccc1)c1cccnc1
 : -1.3	-8.6	6.3	-0.9	-0.1	-24.2	97.0	-7.2	-0.3	0.6
CCC1SC2=NC(C)=C(C(=O)OC)C(c3cccs3)N2C1=O (configuration not stated)
 : 8.2	-8.5	1.0	-0.2	-2.4	8.2	90.0	0.5	6.1	-3.7
Cn1c(=O)c2cc(S(=O)(=O)NCCC(=O)NC3CCCCCC3)ccc2n(C)c1=O
 : -5.5	-0.3	8.9	0.0	1.1	-4.0	79.0	-2.7	8.6	1.8
CC(C)Oc1cccc(-c2cc(C(=O)NC(=S)N(C)c3ccccc3C(=O)O)c3ccccc3n2)c1
 : -12.4	-7.0	-7.6	-0.9	2.4	-31.2	82.0	-6.9	7.6	-1.4
CC(NC(=O)C1CCN(S(=O)(=O)c2ccc3c(c2)NC(=O)CO3)CC1)c1ccccc1 (configuration not stated)
 : -0.2	-5.4	-0.5	0.4	-0.8	0.7	100.0	-7.4	13.3	2.6
Cc1ccc(NC(=O)COC(=O)[C@H](C)N2C(=O)C3CC=CCC3C2=O)cc1S(=O)(=O)N(C)C (some centres not stated)
 : 0.2	-4.9	4.3	-0.8	1.1	5.2	89.0	-7.8	0.2	1.0
Nc1c(C(=O)Nc2ccccc2)sc2nc3c(c(-c4ccco4)c12)CCCC3
 : -4.0	-2.6	13.4	2.2	-3.9	-30.1	90.0	8.6	-11.1	0.0
Cn1c(=O)[nH]c(=O)c2c1nc(CN1CCN(Cc3ccccc3)CC1)n2CC(N)=O
 : -5.2	-6.0	7.2	-0.7	5.6	-26.5	98.0	5.4	5.3	0.0
CCOc1ccc2cc(C(=O)c3ccccc3)c(=O)oc2c1
 : 2.8	5.5	-15.3	1.5	3.2	-17.4	100.0	12.0	5.3	0.0
Brc1ccc2c(c1)OCCOCCOc1cc(Br)ccc1OCCOCCOCCO2
 : -18.7	17.2	-3.9	2.6	-0.1	/	93.0	17.0	8.5	21.5
Cc1ccc(NC2OC(CO)C(O)C(O)C2O)cc1 (configuration not stated)
 : 3.5	12.4	-2.1	-1.3	2.5	-20.6	101.0	-4.1	6.9	-0.6
COC(=O)C1CCN(Cc2cc(=O)oc3cc(OC)ccc23)CC1
 : 3.4	-0.6	8.0	-2.3	1.7	-10.9	103.0	-12.7	-4.8	2.1
COc1cccc(/C=C/C(=O)OCC(=O)NCCC2=CCCCC2)c1OC
 : 7.8	-4.6	-5.7	-1.7	3.8	18.4	97.0	1.9	4.0	-1.0
CC(C)(SC(=S)N1CCCCCC1)C(=O)O
 : 3.8	-6.9	-10.2	0.1	1.5	-40.0	107.0	-3.1	7.6	-1.7
O=C(N/N=C/c1ccc(OC(=O)c2ccccc2)cc1)c1ccc(CN2CCOCC2)cc1
 : -3.0	3.8	-4.3	3.3	-1.1	-7.8	95.0	0.9	-2.4	2.5
O=C(CSCc1ccc(F)cc1)NC1CCCC1
 : -0.7	-0.4	1.4	0.4	9.2	-20.3	95.0	-7.4	5.8	-1.4
NC(=O)c1c(NC(=O)c2cccnc2)sc2c1CCCCC2
 : -9.4	-3.5	-3.0	-0.8	6.3	-16.1	101.0	4.7	3.8	-2.2
CCN(CC)C(=O)C1CCCN(Cc2sccc2C)C1 (configuration not stated)
 : 9.4	3.7	2.7	2.4	-1.1	-5.6	100.0	-2.8	-6.6	-0.4
